OXTR potentiate: potentiators of human oxytocin receptor. P30559. CHO-OTR cells, Fluo-8 calcium fluorescence, potentiator mode; 0% = oxytocin EC15, 100% = EC100. activation, % at 3 µM. hit rate 0.061% among 320,000. AID 2445;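 active = activation above that plate's cutoff, the mean activation of tested compounds plus 3 SD, cut at about 6.6% in these data, passing the limit was not always enough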;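 note: 100% uses oxytocin at 75 nM as the full agonist control; some results filed as inactive read as strong as hits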
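Measured by – Fluo-8 calcium dye fluorescence · Test system – human OTR in CHO cells · Dosing – one concentration, 3.0 µM compound · Controls – EC15 oxytocin alone as 0%, 75 nM oxytocin as 100% · Evaluation – normalized max/min fluorescence ratio, % activation · Timing – 6 min pre-incubation, 100 s read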
M1 antag: human CHRM1 antagonism; P11229; AID 588852; CHO-K1 hM1, Fluo-8 calcium fluorescence, ACh EC80 antagonist; inhibition, % at 3 µM; hit rate 1.3% among 360,000;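 active = percent inhibition above its own plate's cutoff, namely the mean of that plate's compound wells plus 3 SD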;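 note: peak over basal fluorescence ratio during 140 s after agonist addition; 0% = ACh EC80 plus DMSO and 100% = DMSO alone without agonist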
Target sequence (P11229 whole entry, looked up): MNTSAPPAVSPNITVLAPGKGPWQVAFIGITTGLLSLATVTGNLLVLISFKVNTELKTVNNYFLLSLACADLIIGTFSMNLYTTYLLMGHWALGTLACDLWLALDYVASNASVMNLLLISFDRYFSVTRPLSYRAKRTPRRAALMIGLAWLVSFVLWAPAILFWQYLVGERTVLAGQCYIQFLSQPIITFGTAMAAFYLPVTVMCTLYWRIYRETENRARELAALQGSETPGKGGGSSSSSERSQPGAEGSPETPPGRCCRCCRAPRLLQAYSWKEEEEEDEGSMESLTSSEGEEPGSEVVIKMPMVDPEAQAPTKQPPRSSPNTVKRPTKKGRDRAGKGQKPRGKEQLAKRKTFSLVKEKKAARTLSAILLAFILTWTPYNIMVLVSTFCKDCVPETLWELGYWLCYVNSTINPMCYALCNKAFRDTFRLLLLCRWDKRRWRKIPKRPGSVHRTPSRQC
V1aR counter: counter-screen for oxytocin receptor agonists: human V1a receptor agonists; P37288; CHO-V1R cells, Fluo-8 calcium fluorescence, agonist mode; 0% DMSO, 100% 3 nM vasopressin; activation, % at 3 µM; hit rate 0.25% among 320,000; AID 2797;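 active = activation above the mean activation of all tested compounds plus 3 SD, per screening run, cut at about 20% in these data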;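 note: signal is peak over basal fluorescence ratio across a 100 second FLIPR read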
OXTR ag: human OXTR agonism. P30559. hit rate 0.32% among 320,000. CHO-OTR cells, Fluo-8 calcium fluorescence; normalized: DMSO 0%, oxytocin 100%. AID 2435. activation, % at 3 µM;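 active = activation above the mean of all tested compounds plus 3 SD, cutoff set per screening run, cut at about 20% in these data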;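 note: peak over basal fluorescence ratio from a 100 s FLIPR kinetic read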
TAAR1 agonist: human TAAR1 agonism. Q96RJ0. CHO RD-HGA16 TAAR1, Fluo-8 calcium fluorescence; vehicle wells 0%, saturating PEA agonist 100%. activation, % at 3 µM. hit rate 0.99% among 360,000. AID 624467;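 active = activation above the mean activation of all test compounds in the run plus 3 SD, cut at about 38% in these data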
Target sequence (Q96RJ0 whole entry, looked up): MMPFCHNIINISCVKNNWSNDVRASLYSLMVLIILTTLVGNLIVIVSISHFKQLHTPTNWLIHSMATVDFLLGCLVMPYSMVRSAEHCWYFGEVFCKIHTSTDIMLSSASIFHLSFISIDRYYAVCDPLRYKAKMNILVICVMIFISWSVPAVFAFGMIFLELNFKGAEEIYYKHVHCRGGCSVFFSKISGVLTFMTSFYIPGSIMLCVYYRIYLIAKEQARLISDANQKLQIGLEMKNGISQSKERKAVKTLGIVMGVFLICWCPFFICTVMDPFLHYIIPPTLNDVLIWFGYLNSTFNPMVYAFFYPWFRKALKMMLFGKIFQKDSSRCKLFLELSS
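Test system: RD-HGA16 (CHO) cells co-expressing Gα16 and hTAAR1 / Benchmarks: DMSO vehicle as 0%, PEA at EC100 as 100% / Repeats: no replicates (n 1) / Measure: % activation from peak over basal fluorescence ratio, DMSO-to-PEA scaled / Timing: 17-24 h plating, Fluo-8 75 min 37 °C, 30 min RT / Technique: kinetic Fluo-8 calcium fluorescence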
CHRM1 PAM: human CHRM1 positive allosteric modulation | hit rate 0.088% among 360,000 | CHO-K1 hM1, Fluo-8 calcium fluorescence, ACh EC20; 0% = ACh EC20, 100% = maximal ACh | activation, % at 3 µM; in the data active = activation above about 19%, passing the limit was not always enough
CHO parental Ca: counter-screen for OX1R antagonists: effect in parental CHO cells. parental CHO-K1, ATP-induced calcium, Fluo-8 fluorescence. inhibition, % at 5.6 µM. hit rate 0.63% among 330,000. AID 463079;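 active = inhibition above that plate's mean sample inhibition plus 3 SD, cut at about 26% in these data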;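 note: 0% = ATP-challenged DMSO wells and 100% = DMSO wells without ATP; some compounds past the cut are filed as inactive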
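Material – parental CHO cells · Reagent – ATP stimulus · Compound – single nominal dose of 5.6 µM per compound · Detection – Fluo-8 fluorescence · Read-out basis – percent inhibition of calcium signal · Controls – ATP-challenged DMSO wells low, unchallenged DMSO wells high · Repeats – no replicates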
TAAR1 antag: antagonists of human TAAR1 | hit rate 1.5% among 360,000 | inhibition, % at 3 µM | CHO RD-HGA16 TAAR1, Fluo-8 calcium fluorescence, antagonist | Q96RJ0;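 active = inhibition above a per-plate cutoff, the mean inhibition of test compounds on that plate plus 3 SD, cut at about 49% in these data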;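 note: 0% = DMSO plus EC80 beta-PEA response and 100% = DMSO alone without agonist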
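System: RD-HGA16 CHO cells with stable hTAAR1 and Gα16 | Probe or stimulus: EC80 β-phenethylamine stimulus | Dosing: 3 µM, single point | Times: Dye loading 75 min at 37 °C, then 30 min room temperature | Measured by: Fluo-8 calcium-sensitive fluorescence | Read-out basis: % inhibition of agonist calcium response | Replicates: n of 1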
CHRM1 agonist: human M1 muscarinic receptor agonism | hit rate 0.33% among 360,000 | P11229 | CHO-K1 hM1, Fluo-8 calcium fluorescence, agonist mode; 0% DMSO, 100% acetylcholine EC100 | activation, % at 3 µM;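 active = activation above the run's mean compound activation plus 3 SD, cut at about 16% in these data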;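 note: peak over basal fluorescence ratio within a 140 s kinetic read after compound addition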
Starred values were filed as active, the others as inactive; . = no result given. No enrichment for hits. Share with any hit: about 3.7%.

SMILES	OXTR potentiate	M1 antag	V1aR counter	OXTR ag	TAAR1 agonist	CHRM1 PAM	CHO parental Ca	TAAR1 antag	CHRM1 agonist
CCOC(=O)c1cnc(-c2ccccc2)nc1Oc1ccc(OC)cc1	6	-17	-0.1	-0.7	10	10	-10	1	-1
COc1ccc(-c2nn(C)c(=O)c3ccccc23)cc1NC(=O)Cn1nc(-c2ccccc2)c2ccccc2c1=O	-14	-8	0.5	-0.8	10	11	-2	3	0
CCOC(=O)c1csc(NC(=O)c2ccc(N3C(=O)CCC3=O)cc2)n1	-9	-7	0.8	0.2	1	4	15	9	-3
Cc1nn(-c2ccccc2)c(C)c1C(=O)OCC(=O)Nc1cccc(S(N)(=O)=O)c1	-5	5	-0.4	0.1	8	3	-20	-13	-5
CN(C)CCN(C(=O)c1ccc2c(c1)OCCO2)c1nc2cc3c(cc2s1)OCO3	0	-7	4.7	0.0	7	4	-10	-51	-1
O=C(NC1CCN(C(=O)Nc2cccc(F)c2)CC1)C1CCCCC1	-7	0	1.6	-0.3	3	0	-1	-3	-2
COc1ccccc1/C=C/C(=O)OCCN1CCOCC1	0	-3	0.1	-0.7	2	3	-11	-23	-7
CC1=C(C(=O)N(C(C)C)C(C)C)CC(CC(=O)NCCc2ccccn2)C(=O)N1CCCN1CCCC1=O (configuration not stated)	.	-1	.	.	12	6	.	-16	-1
CC1Cn2c(nnc2-c2cccs2)S1 (configuration not stated)	-1	0	0.2	-1.1	0	-7	4	-10	-8
COCCn1c(=O)[nH]c2cc(C(=O)NCCN3CCN(c4ccc(OC)cc4)CC3)ccc2c1=O	-8	-4	0.7	-0.1	-1	5	-8	1	-4
N=c1c(S(=O)(=O)c2ccc(Br)cc2)cc2c(=O)n3ccccc3nc2n1Cc1ccco1	-7	-8	0.5	-0.6	-2	6	-11	-18	-5
CC(NC(=O)CC(O)(C(F)(F)F)C(F)(F)F)c1ccccc1 (configuration not stated)	-2	9	0.2	0.9	1	-7	-8	2	-7
O=C(NNC(=O)C1CCC1)c1ccc(Cl)cc1	0	-3	1.1	0.4	1	14	-3	-7	2
COc1cc(/C=N/NC(=O)c2cc(-c3ccc4c(c3)OCO4)n[nH]2)ccc1O	-5	-1	0.1	-0.8	10	4	-8	35	-5
Cc1ccc(S(=O)(=O)N2CCCCC2)cc1NC(=O)c1cc2ccccc2o1	-3	-2	1.7	0.8	21	1	-21	21	-3
CS(=O)(=O)N(CC(=O)N1CCN(c2ccccc2)CC1)c1cccc(Br)c1	-12	-4	-0.5	0.7	4	4	1	-19	-1
CCNC(=S)N1CCN(S(=O)(=O)c2ccc(C)cc2)CC1	-16	2	1.3	1.6	1	-1	3	6	0
CCOC(=O)Cn1c(=O)n(C2CCCC2)c(=O)c2ccccc21	-4	-22	-1.0	-2.9	8	6	-10	-6	-6
CC(C)OC(=O)c1ccc(NC(=O)c2ccco2)cc1	3	-6	0.6	1.4	15	6	-7	8	-4
Cc1sc2ncnc(NCCc3ccc(S(N)(=O)=O)cc3)c2c1C	-19	13	12	9.3	6	-1	53*	24	1
CC(=O)Nc1ccc(Sc2ncnc3scc(-c4ccccc4)c23)cc1	-7	-1	0.6	0.0	7	2	-23	-10	-11
CCOC(=O)C1CCN(C(=O)c2cccc(NS(=O)(=O)c3ccc(Br)cc3)c2)CC1	-8	-4	0.2	-0.7	-1	4	-26	15	-1
CN(Cc1cccc(Cl)c1Cl)C(=O)c1ccc(NC(=O)CC#N)cc1	-9	-3	1.3	0.8	5	7	-5	-4	-5
CC(C)c1ccc(CN2CCN(C(=O)CCl)CC2)cc1	.	-4	.	.	1	4	.	25	10
O=C(CCCOc1ccccc1)N1CCN(S(=O)(=O)c2ccccc2)CC1	5	-7	2.2	1.4	1	6	-16	12	-5
COc1ccc(CNCc2ccncc2)c(OC)c1	-20	-7	2.3	0.8	7	4	-3	0	-4
O=C(CCl)Nc1cc(S(=O)(=O)N2CCOCC2)ccc1N1CCOCC1	4	1	0.9	2.4	1	5	-4	4	-12
CC1CCCN(S(=O)(=O)c2ccc3c(c2)CCN3C(=O)C2CCC2)C1 (configuration not stated)	-4	-19	0.9	0.3	0	10	-7	-2	-3
CCOC(=O)c1c(C)[nH]c(C(=O)COC(=O)CCSc2ccccc2)c1C	-4	-4	1.6	1.7	-2	-5	-16	-7	-7
Cc1ccc(C2C=C(c3ccc4c(c3)OCO4)Nc3ncnn32)cc1 (configuration not stated)	-5	-8	-0.1	-1.3	12	6	-5	8	-4
O=C(N/C(=C/C=C\c1ccccc1)C(=O)N1CCOCC1)c1ccc(Br)cc1	1	-4	0.7	-1.4	-1	5	-12	8	-3
CCC(=O)Nc1nnc(S(=O)(=O)N(CC(C)C)c2ccccc2)s1	-3	-12	0.7	1.1	1	14	-1	-22	-2
COc1ccc(-c2ccc(SCC(=O)Nc3nnc(C)s3)nn2)cc1	-10	-5	-0.5	-2.7	5	13	-19	-12	-9
CCCc1nn2c(=O)cc(CSCC(=O)Nc3cccc(OC)c3)nc2s1	-4	-4	0.6	-0.6	1	19	-11	8	-1
CCOc1ccc(CNS(=O)(=O)c2cc(CN3C(=O)c4cccnc4C3=O)ccc2OC)cc1	-8	-3	1.3	0.9	3	6	-21	-12	1
COc1ccc(C(=O)Nc2cccc(NC(C)=O)c2)cc1	.	-7	.	.	2	0	.	-9	-3

At a glance, some entries already given:
SMILES	OXTR potentiate	M1 antag	V1aR counter	OXTR ag	TAAR1 agonist	CHRM1 PAM	CHO parental Ca	TAAR1 antag	CHRM1 agonist
CCOC(=O)c1cnc(-c2ccccc2)nc1Oc1ccc(OC)cc1	6	-17	-0.1	-0.7	10	10	-10	1	-1
COc1ccc(-c2nn(C)c(=O)c3ccccc23)cc1NC(=O)Cn1nc(-c2ccccc2)c2ccccc2c1=O	-14	-8	0.5	-0.8	10	11	-2	3	0
CCOC(=O)c1csc(NC(=O)c2ccc(N3C(=O)CCC3=O)cc2)n1	-9	-7	0.8	0.2	1	4	15	9	-3

Next structures.
SMILES	OXTR potentiate	M1 antag	V1aR counter	OXTR ag	TAAR1 agonist	CHRM1 PAM	CHO parental Ca	TAAR1 antag	CHRM1 agonist
CC(=O)NC1C2CN3CCN(C2)CC1(Cc1ccccc1)C3 (configuration not stated)	3	1	0.8	-0.9	4	-2	-4	7	-6
CC(=O)Nc1ccc(NCC(O)COc2ccccc2)cc1 (configuration not stated)	-7	-12	0.0	0.2	5	14	4	10	0
COc1ccc(/C(C)=N/NC(=O)CNC(=O)c2ccncc2)cc1	-7	13	0.6	0.5	5	-8	14	-8	-5
CCOC(=O)N1CCN(C(=O)COc2ccc(Cl)c(C)c2)CC1	-18	2	1.4	-0.4	2	-3	0	3	-3
CC1(C)Cc2nc3sc4c(SCC(=O)O)ncnc4c3cc2CO1	-1	-4	0.9	0.6	0	2	-5	-18	-2
Cc1cc(NC(=O)CSc2ccc(F)cc2)no1	-5	2	0.4	-0.6	4	-1	2	18	-1
COc1ccc(C(=O)Nc2nc(-c3ccc([N+](=O)[O-])cc3)c(-c3ccc(OC)cc3)s2)cc1	-3	-6	0.7	-0.2	0	4	-11	-4	-2
COC(=O)c1sccc1NC(=O)c1cc(-c2cccc(C)c2)nc2ccccc12	-1	-9	1.1	0.2	2	13	-22	16	-1
N#CC(c1ccccc1)N(CCCCl)C(=O)c1ccc(Br)cc1 (configuration not stated)	3	-8	-0.2	-1.8	0	-18	-25	20	-12
COc1ccc(NC(=O)C(c2ccccc2)N(C)C(=O)c2ccc(=O)[nH]c2)cc1 (configuration not stated)	-6	-10	-0.5	-0.2	1	9	6	16	-4
Cc1ccc2ccc(S(=O)(=O)NCc3ccco3)cc2c1	-20	-19	-0.3	-0.9	-4	15	-4	-20	-4
CCOC(=O)c1cc(C)sc1NC(=O)CN1CCN(C(=O)C2CCCO2)CC1 (configuration not stated)	-2	17	-0.1	-1.0	-1	-6	-5	-41	-2
Cc1ccc2c(c1)nnn2C1CCN(C(=O)Nc2ccccc2C)CC1	-2	-9	0.3	-0.7	8	10	-9	-2	-11
COc1ccc(OC)c(NC(=O)c2ccccc2OC(C)=O)c1	-6	0	-0.5	0.7	2	-1	-3	12	-2
CCCCCCCn1ccc(O)c(CC(=O)OC)c1=O	-9	3	0.0	-2.0	4	5	-2	-25	-1
CCOC(=O)c1cc2c(n(-c3ccccc3)c1=O)CC(C)(C)CC2=O	-2	7	0.5	0.1	3	-2	-1	-5	-4
COc1ccc(-c2c(C#N)c(N)nc3c2CCc2ccccc2-3)cc1OC	-1	.	3.3	3.3	23	.	-10	60*	.
CC(C)c1cc(C(=O)NCCc2ccccc2)no1	-3	-20	0.1	-1.1	0	16	-5	-9	-3
CCn1c(=O)n(CC)c2cc(S(N)(=O)=O)c(C)cc21	-7	7	-0.1	-0.8	6	-2	3	-1	-2
CC(C)(C)C(=O)/C(C#N)=C/c1ccc(O)cc1	-19	2	2.4	9.6	6	6	-16	-8	-2
COCc1cc(=O)[nH]c(N2CCN(Cc3ccc4c(c3)OCO4)CC2)n1	-12	6	1.6	0.3	1	-1	-10	6	-5
FC(F)(F)c1ccc(C2[C@H]3CN(Cc4cccnc4)[C@H](c4ccccc4)C34CC2(c2ccccc2)C4)cc1 (some centres not stated)	-4	-9	1.2	0.1	1	2	-35	0	-4
O=C(c1cccc(F)c1F)N1CCCc2ccccc21	-8	-8	-1.9	-1.9	0	5	-10	-13	-6
COc1ccc(C2C(C(=O)NCCN(C)C)c3ccccc3C(=O)N2C)cc1OC (configuration not stated)	-17	-19	0.0	1.2	6	12	6	-7	-3
N=C1SC(CC(=O)Nc2ccccc2[N+](=O)[O-])C(=O)N1c1ccccc1 (configuration not stated)	-3	8	0.2	0.4	1	-3	-10	-11	-1
CCC(CC)COC(=O)C1=C(C)NC(=O)NC1c1ccc([N+](=O)[O-])cc1 (configuration not stated)	2	-6	-1.4	-2.4	2	2	-24	-9	-4
CCOc1ccc(S(=O)(=O)N2CCC(C(N)=O)CC2)c2ccccc12	-16	0	1.4	2.0	29	-4	-13	-13	0
CC(CC(=O)NCCc1ccc(S(N)(=O)=O)cc1)c1ccccc1 (configuration not stated)	-15	-10	-1.0	-1.7	7	9	-5	-6	-3
C=CCN1c2ccccc2C(=O)CS1(=O)=O	-1	-8	-0.3	-0.2	9	15	-14	8	6

Bioassay records: PubChem BioAssay, The Scripps Research Institute Molecular Screening Center
